ALDH1A1 block: inhibitors of human aldehyde dehydrogenase 1A1. Potency, µM (doses to about 75.3 µM), for the others: at the top dose activity, negative = inhibition, most hits filed as inhibitors. P00352. 7.3% of 220,000 active. Purified ALDH1A1, NADH fluorescence, propionaldehyde substrate; active = well fitted inhibition curve with a large enough effect, not every such curve was filed as active; inconclusive = small, poorly fitted or top-dose-only effect, or another doubt; inactive = no such curve, though single readings can be large or run the other way;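 note: plate controls were no enzyme wells and a reference inhibitor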
Lamin A splicing: LMNA splicing modulation | HeLa LMNA splicing GFP/RFP minigene ratio, 48 h | Potency, µM (doses to about 46.1 µM), without a hit: top-dose ratio change, negative = inhibition, actives largely listed as inhibitors | 0.01% of 200,000 active | AID 1487; active = well fitted inhibition curve with a large enough effect in the signal ratio, with a control signal flat, not every such curve was filed as active; inconclusive = small, poorly fitted or top-dose-only effect, or effect the other way, or a change in a side signal; the % refers to the signal ratio; note: % is set by controls: 0 for no effect and ±100 for the full control effect
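S3 HeLa cells stably expressing lamin A-EGFP splicing minigene plus DsRed2, 600 cells/well, 48 h compound exposure at 37C. Laser-scanning cytometry; analysed as GFP (500-530 nm)/RFP (575-640 nm) total intensity ratio; 0.5% DMSO vehicle.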
SMN2 splice enh: SMN2 splice variant enhancement | HEK293 SMN2-luciferase splicing reporter, luminescence, 30-36 h | Potency, µM (titrated, usually from 46.1 µM), without a hit: at the highest dose activity change, positive = activation, usual class: activators | 2.8% of 210,000 active | AID 1458; note: % of control where 0% means no effect; nearly all actives have a fitted effect of over 55% in size
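HEK293 cells carry an SMN2 […]–luciferase reporter in which exon 7 inclusion puts luciferase in frame. Cells were plated 10-12 h before compound addition, then incubated 30-36 h at 37C. ONE-Glo luminescence was read; sodium butyrate at 4.5 mM final served as control.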
TRb-SRC2 inh: TRbeta-SRC2 interaction inhibition; P10828; TRbeta-SRC2 peptide binding, fluorescence polarization; receptor liganded with 1 µM T3; Potency, µM (highest dose often 106 µM), for the others: at the highest dose activity change, negative = inhibition, actives largely listed as inhibitors; 0.065% of 280,000 active; AID 1469;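 note: plate controls were bound peptide for no effect and peptide without receptor for full effect; nearly all actives have a fitted effect of over 50% in size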
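Assay buffer: 20 mM Tris-HCl, 100 mM NaCl, 10% glycerol, 1 mM EDTA, 0.01% NP-40, 1 mM DTT, 1 uM T3, 5% DMSO; TRb LBD 0.6 uM, Texas Red SRC2 20 nM; FP after 5 hr.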
KDM4E inh: blocks human JMJD2E demethylase activity | B2RXH2 | JMJD2E catalytic domain, FDH-coupled NADH fluorescence (FDH is formaldehyde dehydrogenase) | Potency, µM (top dose mostly 57.1 µM), for inactives: at the highest dose activity change, negative = inhibition, hits mostly inhibitors | 1.6% of 230,000 active | AID 2147; active = well fitted inhibition curve with a large enough effect, not every such curve was filed as active; inconclusive = small, poorly fitted or top-dose-only effect, or another doubt; inactive = no such curve, though single readings can be large or run the other way;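 note: 0% = wells with enzyme and -100% = buffer wells without enzyme; nearly all actives have a fitted effect of over 50% in size; many of its hits are not listed in these tables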
TR SRC2 fluor cs: counter-screen for TRb-SRC2 inhibitors: fluorescence interference. TRb/SRC2 Texas Red total fluorescence interference. Potency, µM (highest dose often 106 µM), inactives show at the highest dose fluorescence change, negative = quenching. 0.29% of 280,000 active; active = well fitted curve in either direction with a large enough effect; inconclusive = small, poorly fitted or top-dose-only effect; note: % is set by controls: 0 for no effect and ±100 for the full control effect
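Flags fluorescent or light-absorbing compounds by total fluorescence, S + 2P, at 555 nm excitation and 632 nm emission. Mixture: 20 nM Texas Red SRC2 peptide, 0.6 uM human TRb LBD, 1 uM T3, 5% DMSO; compound exposure 5 h at ambient temperature.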
RECQ1 helicase: RECQ1 (human) helicase inhibition; P46063; RECQ1 DNA unwinding, red fluorescence kinetic read; Potency, µM (series often up to 57.3 µM), inactives show top-dose activity, negative = inhibition, hits mostly inhibitors; 0.54% of 240,000 active; AID 2549;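 note: plate controls were vehicle for no effect and no enzyme for full effect; nearly all actives have a fitted effect of over 30% in size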
Target sequence (P46063 whole entry, looked up): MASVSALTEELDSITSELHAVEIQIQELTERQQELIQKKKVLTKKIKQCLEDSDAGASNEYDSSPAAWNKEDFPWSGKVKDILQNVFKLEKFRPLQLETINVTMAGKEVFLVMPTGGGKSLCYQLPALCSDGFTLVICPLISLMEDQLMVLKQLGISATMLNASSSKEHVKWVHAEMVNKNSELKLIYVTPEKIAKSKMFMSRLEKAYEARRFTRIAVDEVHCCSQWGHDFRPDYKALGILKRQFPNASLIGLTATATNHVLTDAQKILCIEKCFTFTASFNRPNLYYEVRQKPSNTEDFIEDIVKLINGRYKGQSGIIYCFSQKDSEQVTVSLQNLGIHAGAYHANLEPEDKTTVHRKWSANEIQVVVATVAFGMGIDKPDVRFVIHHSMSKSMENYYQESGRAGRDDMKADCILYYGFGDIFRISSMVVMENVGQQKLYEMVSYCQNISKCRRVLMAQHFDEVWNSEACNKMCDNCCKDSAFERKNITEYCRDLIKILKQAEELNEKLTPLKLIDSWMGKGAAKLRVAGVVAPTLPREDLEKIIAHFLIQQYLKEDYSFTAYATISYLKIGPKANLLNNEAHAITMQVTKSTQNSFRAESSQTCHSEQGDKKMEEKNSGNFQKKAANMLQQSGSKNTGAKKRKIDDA
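50 nM RECQ1T1 preincubated 15 min with compound in Tris pH 8.0 buffer with MgCl2, DTT, Tween-20 and 2.5 ug/ml poly(dI-dC); started with 200 nM TAMRA/BHQ-2 forked duplex and 2 mM ATP. Unwinding read as fluorescence (525/598 nm), two reads 2 h apart.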
GoLoco inh red: blocks human Gai1 binding to RGS12 GoLoco peptide, red readout; P63096; Gai1:RGS12 GoLoco peptide FP, rhodamine, 10 min; Potency, µM (series often up to 61.6 µM), for the others: at the highest dose activity, negative = inhibition, hits mostly inhibitors; 0.44% of 230,000 active; active = well fitted inhibition curve with a large enough effect, not every such curve was filed as active; inactive = no such curve, though single readings can be large or run the other way; note: % is set by controls: 0 for no effect and ±100 for the full control effect; nearly all actives have a fitted effect of over 30% in size; many of its hits are not listed in these tables
Target sequence (P63096 whole entry, looked up): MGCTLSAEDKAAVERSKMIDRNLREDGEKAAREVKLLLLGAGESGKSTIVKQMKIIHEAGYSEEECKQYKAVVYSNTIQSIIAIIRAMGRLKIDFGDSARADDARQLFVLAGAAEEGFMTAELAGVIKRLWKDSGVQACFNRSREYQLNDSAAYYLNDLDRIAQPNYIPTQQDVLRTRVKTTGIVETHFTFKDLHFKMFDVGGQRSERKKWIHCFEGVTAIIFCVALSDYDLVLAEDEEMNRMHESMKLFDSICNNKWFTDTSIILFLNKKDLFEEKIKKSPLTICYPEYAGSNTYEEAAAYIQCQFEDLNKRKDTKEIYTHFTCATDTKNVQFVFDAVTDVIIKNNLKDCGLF
* marks the source's active call; other numbers are inactive results; i = inactive; ? = inconclusive; . = no result given; & = joins results of further samples; [ ] = another dose, or the depositor's remark. Unless noted, calls come from the whole dose curve; as a rule, active = well fitted curve in the direction sought with a large enough effect; inconclusive = small, poorly fitted or top-dose-only effect, or another doubt; inactive = no such curve, though single readings can be large; an effect the other way counts as inactive or inconclusive. Potency is the fitted concentration of half-maximal effect. Not all compounds are listed; count on the stated rates, not on these rows.

SMILES	ALDH1A1 block	Lamin A splicing	SMN2 splice enh	TRb-SRC2 inh	KDM4E inh	TR SRC2 fluor cs	RECQ1 helicase	GoLoco inh red
O=C(O)COc1ccc2c(-c3ccccc3)cc(=O)oc2c1	?	-9%	?	-9%	-9%	-1%	-7%	-3%
COc1ccc(/C=C/C(=O)N(c2ccccn2)C2CCCCC2)cc1OC	?	?	-10%	-9%	?	-4%	-2%	10%
CC(=O)c1cc2c(cc1NC(=O)c1ccccc1C)OCO2	?	-2%[9.22 µM]	-10%	-4%	?	-5%	i	5%
O=C(NCNC(=O)c1ccccc1)c1ccccc1	2%	-1%	-2%	-4%	0%	-2%	i	5%
O=C(NC(=S)NNC(=O)c1ccccc1O)c1cccnc1	?	.	-33%[inhibitor]	7%	20µM*	-1%	10%	10%
COc1ccc2oc(C(=O)C3CC3)c(N)c2c1	?	6%	?	-14%	?	-1%	i	0%
O=C(c1cc(F)cc2c1OCOC2)N1CCN(c2ccc(F)cc2)CC1	-7%	.	.	-3%	-7%	-1%	-11%	11%
Cc1ccc(OCC(=O)OCc2c(C)noc2C)cc1C	0%	-3%	-11%	1%	3%	-7%	-1%	1%
COc1ccccc1-c1cncnc1-n1ccnc1	-13%	?	-9%	-2%	?	-4%	-7%	-6%
Cc1ccccc1OCC(=O)NNC(=O)CSc1nc(N)cc(N)n1	-10%	-11%[46 µM]	10%	-3%	-8%	1%	-2%	3%
CCN(CC)CCn1c(-c2ccccc2)nc(=S)c2c1CC(C)(C)OC2	8%	5%	18%	7%	-4%	-4%	i	7%
COc1ccc(C2CC(=O)C3=C(C2)Nc2ccccc2N(C(=O)CCC(=O)O)C3c2ccc(F)cc2)cc1OC (stereo not given)	.	.	.	-11%	4%	-2%	3%	-3%
CC(=O)OC(C(=O)n1nc(C)cc1C)c1ccccc1 (stereo not given)	-7%	4%	-28%	-8%	0%	-3%	i	8%
CC(OC(=O)C1CCCCC1)c1nc2ccccc2[nH]1 (stereo not given)	9%	?	-49%[inhibitor]	1%	2%	-4%	-5%	10%
Cn1c(SCc2ccc(Cl)cc2)nnc1-c1ccc2nonc2c1	.	.	.	2%	89%[activator]	-2%	-1%	6%
c1ccc(-c2cnnc(N3CCCCC3)n2)cc1	?	7%	29%	-8%	-4%	0%	i	6%
O=C(NCC(=O)N(Cc1ccccc1)C(C(=O)NC1CCCC1)c1ccncc1)c1ccco1 (stereo not given)	?	?	1%	-17%	-13%	1%	-11%	-3%
CC[n+]1ccc(/C=C2\Sc3ccccc3N2CCCS(=O)(=O)[O-])c2ccccc21	-11%	?	4%	-4%	?	-1%	-15%	16%
CC(=O)CCc1ccc(OC(=O)c2cccnc2)cc1	4%	-2%	-4%	-7%	2%	-4%	-2%	-10%
Cc1cc(-c2ccc(Br)s2)nc(-n2cccc2)n1	-3%	?	-1%	-2%	31%[activator]	0%	i	7%
COc1ccc2c(c1)c1ncn(CCN3CCNCC3)c(=O)c1n2C	?	-1%	-17%	-3%	?	-1%	-9%	5%
Cc1ccc(S(=O)(=O)/N=C(\Nc2cccc(C)c2)Nc2nc(C)cc(C)n2)cc1	0.4µM*	2%	-22%	3%	-5%	0%	-1%	-7%
COc1c(C)cc(Br)cc1C(=O)Nc1ccccc1N1CCN(C(=O)c2ccccc2)CC1	?	-10%[46 µM]	-14%	11%	?	-4%	5%	11%
Cc1c(C(=O)OC2CCCCC2)[nH]c2c1C(=O)CC(C)(C)C2	24%	1%	-26%	5%	6%	-1%	-3%	2%
CC#CCN1c2ccccc2[C@]23C[C@@H](C(=O)OC)N(S(=O)(=O)c4ccc(Br)cc4)C2=NC(C(=O)OC)=C(C(=O)OC)[C@H]13	7%[13.5 µM]	1%[9.22 µM]	-3%[9.22 µM]	6%[11.2 µM]	5%[11.4 µM]	-5%[11.2 µM]	-13%[11.5 µM]	-2%[14.2 µM]
CCN1CCN(C(=S)Nc2ccc3nc(N4CCN(CC)CC4)cc(C)c3c2)CC1	?	?	4%	-1%	?	2%	-3%	4%
CCc1ccccc1NC(=S)N(CCCN1CCOCC1)Cc1ccccn1	5%	16%	7%	-7%	10%	-1%	7%	10%
Cc1nc2ncnn2c(C)c1Cc1ccc(Cl)cc1	-4%	-10%	7%	-19%	-4%	-1%	-8%	3%
CCOC(=O)c1c(NC(C)=O)sc2c(OCCN(CC)CC)c(Br)ccc12	?	.	.	-1%[53 µM]	?	-3%[53 µM]	i	9%
O=c1cc(CSc2ccc(Cl)cc2)nc(-c2ccncc2)[nH]1	3%	-8%[46 µM]	3%	0%	9%	-1%	-12%	11%
CSc1nc2ccc(S(=O)(=O)NC3CCCCC3)cc2s1	?	?	24%	7%	-1%	-2%	-6%	4%
S=C1SCN(Cc2ccco2)CN1Cc1ccco1	.	.	.	-5%	0%	1%	-2%	-6%
COc1ccc2c(c1)CC(C1(O)C(=O)Nc3ccccc31)C2=O (stereo not given)	32µM*	0%	-5%	3%	4%	2%	-9%	5%
COc1ccc(Cl)c(Cn2c(NCc3ccco3)nc3c2c(=O)n(C)c(=O)n3C)c1	?	?	-22%	9%	2%	4%	-5%	55%[activator]
Cc1cc(C(=O)N2CCN(C(=O)C3CCCO3)CC2)no1 (stereo not given)	-6%	-2%	5%	-1%	3%	-7%	-2%	8%
COc1ccc(C(=O)NC(=S)Nc2ccc(N3CCN(C(C)=O)CC3)cc2)cc1[N+](=O)[O-]	.	.	.	9%	-5%	-5%	-2%	7%
CCC(=O)N1CCCn2c1nc1ccccc12	13%	-6%	-8%	-4%	3%	2%	-2%	-4%
CCOC(=O)c1cc2sc(C)cc2n1CC(=O)N1CCc2ccccc21	3%	6%	-5%	-6%	5%	-2%	7%	-4%
Cc1cccc(-c2nc(CSc3nc4c(c(=O)[nH]3)CCC4)c(C)o2)c1	-2%	?	-24%	1%	1%	-1%	-5%	9%
O=C(Nc1ccccc1CC[N+](=O)[O-])N1CCN(c2ccccc2)CC1	8.9µM*	-13%[46 µM]	-7%	5%	?	0%	-4%	9%
CCC(C)NC(=S)Nc1ccccc1 (stereo not given)	.	.	.	-4%	-2%	3%	i	0%
COc1ccc(NC(=O)N2CC3(CCN(C(=O)c4cccn4C)CC3)C2)cc1	2%	.	-14%	.	.	.	i	0%
COC(=O)[C@@H](NC(=O)O[C@@H]1C(=O)c2cc(Br)ccc2O[C@H]1c1cccc(OC)c1)C(C)C	?	-2%	22%&5%	4%&1%	?	0%&-1%	7%&-3%	-2%&5%
CC(=O)Oc1c(-c2ccccc2)oc2c(CC=C(C)C)c3c(c(OC(C)=O)c2c1=O)C=CC(C)(C)O3	-7%	-7%	7%	1%	1%	-2%	-9%	2%
Cc1ccc(/C=[N+](/C)[O-])cc1	-2%	?	-8%	0%	3%	-2%	1%	6%
CCOC(=O)c1[nH]c(C)c(CN(CCc2ccccc2)S(C)(=O)=O)c1C	8%	3%	-2%	-3%	5%	1%	-2%	0%
COc1ccc(-c2ncncc2-c2csc(C)n2)c(O)c1	8%	2%	5%	-28%	1%	-1%	-9%	-1%
CC(CCc1ccccc1)NC(=O)c1nnc(Cc2ccc(F)cc2)o1 (stereo not given)	-1%	?	-17%	8%	1%	1%	-12%	-7%
CC(O)[C@H]1CNC(=O)C(=O)N1CCc1cccc2ccccc12 (stereo not given in full)	.	.	.	3%	-13%	-1%	24%	5%
CC(CCc1ccccc1)NC(=O)Cc1ccc([N+](=O)[O-])cc1 (stereo not given)	-4%	-3%	-16%	-1%	7%	-3%	-7%	10%
COc1ccccc1C1C([N+](=O)[O-])=CC([N+](=O)[O-])=CN1C (stereo not given)	13µM*	3%	2%	-3%	-5%	2%	-8%	32%[activator]
COc1ccc(-c2[nH]ncc2CN2CCCC(C(=O)c3ccc(OC)cc3OC)C2)cc1 (stereo not given)	?	.	.	-9%	3%	-3%	0%	-2%
O=C(CN1CCOCC1)Nc1ccc2c(c1)OCO2	-11%	1%[46 µM]	12%	-6%	10%	-3%	i	9%
CCOC(=O)c1cnn(-c2ccc(C(F)(F)F)cn2)c1N	6%	-5%	?	-1%	5%	-2%	-3%	0%
CC(C)COc1ccc(/C(O)=C2/C(=O)C(=O)N(CCN(C)C)C2c2ccncc2)cc1 (stereo not given)	-12%	0%	-6%	-6%	-10%	0%	i	9%
CC(C)(C)NC(=O)CSc1nsc(SCC(=O)NC(C)(C)C)c1C#N	6%	?	-28%	-9%	-3%	-1%	-2%	8%
COc1cc(OC)cc(C(=O)Nn2cnnc2)c1	.	.	.	-3%	-7%	-6%	-7%	7%
C=CCSc1nsc(N)n1	9%	4%	-3%	-8%	0%	-2%	-3%	10%
O=C(NCC1CCCO1)c1onc(CSc2ccc(Cl)cc2)c1C(=O)O (stereo not given)	0%	-5%[0.0737 µM]	-6%	3%	11%	-2%	-6%	-5%
